Screening data deposited in PubChem by Broad Institute.
RAD54 branch = RAD54 (human) branch migration inhibition; RAD54 Holliday junction branch migration, FAM/BHQ fluorescence; inhibition, % at 10.4 µM; 360,000 tested, 0.14% active; AID 602329;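 active = mean normalized replicate activity at least 40 and at least half of replicates scoring 40 or more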;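 note: 0% = median of neutral control wells and 100% = median of positive control wells; inhibitors cause a drop in the FAM fluorescence signal; in these data hits start at about 50%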
Target sequence (Q92698 whole entry, looked up): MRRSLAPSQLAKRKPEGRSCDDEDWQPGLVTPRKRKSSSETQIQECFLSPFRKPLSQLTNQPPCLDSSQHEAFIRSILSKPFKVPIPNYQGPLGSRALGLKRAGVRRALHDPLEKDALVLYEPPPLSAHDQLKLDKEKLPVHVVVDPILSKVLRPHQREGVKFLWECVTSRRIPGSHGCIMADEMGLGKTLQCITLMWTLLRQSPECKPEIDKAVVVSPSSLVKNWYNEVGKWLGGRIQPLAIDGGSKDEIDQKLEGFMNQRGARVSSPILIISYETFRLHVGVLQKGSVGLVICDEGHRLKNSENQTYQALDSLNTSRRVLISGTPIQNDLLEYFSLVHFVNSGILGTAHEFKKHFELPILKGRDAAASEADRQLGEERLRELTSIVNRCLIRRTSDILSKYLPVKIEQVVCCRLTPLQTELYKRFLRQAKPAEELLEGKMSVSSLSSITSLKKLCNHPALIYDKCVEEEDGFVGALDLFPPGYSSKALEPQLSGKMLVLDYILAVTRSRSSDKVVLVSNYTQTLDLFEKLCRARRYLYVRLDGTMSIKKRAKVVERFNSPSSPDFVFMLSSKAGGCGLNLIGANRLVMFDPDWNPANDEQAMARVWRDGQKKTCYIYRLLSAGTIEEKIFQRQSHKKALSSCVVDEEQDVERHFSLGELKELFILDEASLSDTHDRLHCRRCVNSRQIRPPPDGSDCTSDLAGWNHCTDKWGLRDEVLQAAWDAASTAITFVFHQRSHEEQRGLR
ARNT-TACC3 inh = disrupts binding between human ARNT and TACC3; AID 623870; AlphaScreen His-ARNT PAS-B/GST-TACC3 binding, luminescence; TACC3 fragment carries E629A point mutation; inhibition, % at 9.99 µM; Q9Y6A5; 390,000 tested, 0.66% active;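 active = mean inhibition of replicates at least 50% and at least half of replicates each reaching 50%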;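 note: 0% = complete ARNT plus TACC3 wells and 100% = ARNT alone without TACC3; many hits fall short of the cut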
esBAF inh = blocks esBAF chromatin remodeling in mouse ES cells; 350,000 tested, 2% active; AID 602393; Bmi1-luciferase knock-in reporter, 24 h; 100% = twice the neutral-well signal; reporter increase, % at 12.5 µM; in the data active = activation above about 40%;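 note: 0% = median of the plate's neutral control wells and 100% = double that signal; a rise in the Bmi1 reporter signal indicates esBAF inhibition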
Active calls of the source: *; & = joins results of further samples. A portion of the library; rates above refer to the full screens.

Results follow in this order: RAD54 branch, ARNT-TACC3 inh, esBAF inh
- CC(C)=C1C2CCC1C1C(=O)N(c3nc(-c4ccc(C(C)C)cc4)c(C)s3)C(=O)C21 (stereo unspecified)
    11.7, -1.8, 3.5
- COCCCNC(=O)CN(c1cccc(Cl)c1)S(C)(=O)=O
    0.1, -0.3, 4.5
- CC(C)c1nc(-c2c(N)n(C)c(=O)n(C)c2=O)sc1C(=O)C(C)(C)C
    -0.5, 8.2, 2.8
- C=CCN(CC=C)C(=S)Nc1ccccc1
    -6.6, 2.2, 6.0
- O=C(c1ccc2nc(-c3ccco3)c(-c3ccco3)nc2c1)N1CCN(c2ncccn2)CC1
    -7.4, 3.8, 0.1
- Cc1nc2ncnn2c(C)c1CCC(=O)NCCC1=CCCCC1
    -10.6, 4.7, -8.3
- FC(F)(F)c1cc(C(F)(F)F)c2ccc(N3CCN(c4ccc(Cl)cc4)CC3)nc2n1
    0.7, -7.4, -17.1
- C(C#CCCCCCCCCC[n+]1ccccc1)#CCCCCCCCCC[n+]1ccccc1
    10.3, 20.9&13.8, -35.4
- CCNC(=O)COn1c(SCC(=O)NCC)nc2ccccc2c1=O
    7.4, 0.4, -3.1
- CCCCCCC(=O)NCC(=O)OCC(=O)c1ccccc1
    8.2, -3.4, 3.5
- O=C(N/N=C/c1ccc([N+](=O)[O-])cc1)c1ccc2nc[nH]c2c1
    13.4, -0.3, 6.1
- CCN(CC)CC(C)OC(=O)COc1ccc(OC)cc1 (stereo unspecified)
    2.6, -6.8, 6.0
- CCOC(=O)CSc1nc2sc3c(c2c(=O)[nH]1)CC(C)(CC)OC3 (stereo unspecified)
    0.8, -2.6, -4.2
- Clc1cccc(/C=N/Nc2nc(Cl)nc3ccccc23)c1
    -0.6, -17.4, 52.2*
- Cc1nnc(NCc2ccco2)c2ccccc12
    -4.0, 24.1, 3.8
- O=[n+]1c2c(n([O-])c3cc(Br)ccc31)CCC2
    2.0, -9.2, -7.1
- CC(C(=O)NC1CCCC1)N(C(=O)c1ccc(-c2ccccc2)[nH]1)c1ccccc1F (stereo unspecified)
    0.8, 1.4, 4.0
- CC(C)(C)c1nc(S(=O)(=O)c2ccc(Cl)cc2)c(N2CCOCC2)o1
    -8.7, -6.9, -9.4
- COc1ccc2cc(CN(Cc3cccs3)Cc3nnnn3Cc3ccccc3)c(=O)[nH]c2c1
    -17.6, 1.6, 4.0
- CSc1nc(=NC(C)=O)ss1
    -12.6, -18.5, -6.5
- Cc1oc(-c2cccc(Cl)c2)nc1CN1CCCC(C(=O)NCc2ccco2)C1 (stereo unspecified)
    2.5, 3.6, 2.7
- O=C(CS(=O)(=O)Cc1ccccc1)Nc1ccc(Cl)cn1
    1.4, 8.7, 6.6
- CC(=O)c1sc(N)c(C(=O)OC(C)C)c1C
    7.1, 2.1, 15.0
- Cc1c(N(C)C)nc2ccccc2c1N
    21.8, 3.4, -0.5
- COc1ccc2ccc3c(c2c1)N=CC1(O3)N(C)c2ccccc2C1(C)C (stereo unspecified)
    -7.7, 1.3, 11.1
- COc1ccc(S(=O)(=O)CC(O)CN2CCCC2=O)cc1 (stereo unspecified)
    1.3, -8.9, 1.2
- COc1ccc(-c2nc(C#N)c(NCCc3ccccc3)o2)cc1OC
    -5.8, 1.2, 25.2
- Cn1cc(Cl)c(C(=O)Nc2nc3ccccc3s2)n1
    4.0, -6.7, -4.3
- O=C(NCC(=O)N(c1ccccc1)C(C(=O)NC1CCCC1)c1cccnc1)c1cccs1 (stereo unspecified)
    9.3, -6.4, 2.7
- COc1cc(C(C(=O)NC(C)(C)C)N(C(=O)CNC(=O)c2cccs2)c2ccc(C(C)C)cc2)cc(OC)c1OC (stereo unspecified)
    -9.3, 3.0, 19.1

Two records drawn at random from the list so far:
Results follow in this order: RAD54 branch, ARNT-TACC3 inh, esBAF inh
- C=CCN(CC=C)C(=S)Nc1ccccc1
    -6.6, 2.2, 6.0
- CC(C)c1nc(-c2c(N)n(C)c(=O)n(C)c2=O)sc1C(=O)C(C)(C)C
    -0.5, 8.2, 2.8

(more compounds)
Results follow in this order: RAD54 branch, ARNT-TACC3 inh, esBAF inh
- C=CCN(C(=O)CNS(=O)(=O)c1ccccc1)C(C(=O)NCCOC)c1ccncc1 (stereo unspecified)
    -1.5, 7.9, -4.7
- O=C(COc1ccccc1Cl)Nc1ccc2c(c1)OCCO2
    6.0, -1.0, 48.5*
- CCOC(=O)c1coc(CNC(=O)c2c(C)oc3c2CCCC3)c1
    -16.9, 11.0, -6.2
- Brc1ccc(NCc2cccc3ccccc23)nc1
    -0.5, 0.7, 18.1
- Cc1ccc(-c2onc3ccc(C4(C)OCCO4)cc23)cc1
    6.2, -15.8, 2.8
- COCCNC(=O)c1ccccc1NS(=O)(=O)c1ccc(Br)s1
    4.8, -10.9, -3.1
- O=C(O)CCNc1nc(-c2ccccc2)nc2ccccc12
    3.2, 5.5, -1.7
- Cc1ccc(C(C(=O)NC2CCCCC2)N2CCC3(CC2)OCCO3)cc1 (stereo unspecified)
    4.8, -5.6, 4.5
- Cc1ccccc1NC(=O)N(C(C)C)C(C)C
    6.6, -3.6, -7.0
- Cc1ccc(S(=O)(=O)N2CCC(C(=O)NCC3CCCO3)CC2)cc1 (stereo unspecified)
    1.9, 7.1, -6.5
- O=C(c1ccc(Cl)cc1)c1cnc2ccccn12
    10.0, 16.5, 34.2
- CCOC(=O)C1CCCN(C(=O)c2cncc(Br)c2)C1 (stereo unspecified)
    2.0, -4.8, -6.1
- COc1ccccc1NC(=S)N1CCN(C(=O)c2ccco2)CC1
    0.6, -6.5, -4.1
- C/C(CCc1oc2ccc(Cl)cc2c1-c1ccc(C)o1)=N\O
    -0.4, 39.5, -7.7
- Cc1ccccc1NC(=O)CSc1nnc(Cc2ccccc2)o1
    -3.6, 6.3, 0.7
- CCOC(=O)C(NC(=O)OC(C)C)(Nc1nccs1)C(F)(F)F (stereo unspecified)
    -8.1, -5.3, -7.6
- C=CCSc1nnc2c(n1)OC(c1cccnc1)N(C(C)=O)c1ccccc1-2 (stereo unspecified)
    3.7, 4.1, 4.3
- O=C(CSc1ncn[nH]1)NCc1ccccc1
    15.5, -3.9, 2.5
- Cc1ccc(S(=O)(=O)N(C)CC(=O)N2CCOCC2)cc1
    -14.2, -5.0, -2.9
- Nc1nnc(CC(=O)N/N=C/c2cccc([N+](=O)[O-])c2)s1
    5.7, 32.2, -10.7
- Cc1sc(-n2c(C)ccc2C)c(C#N)c1C
    1.7, 7.0, -2.6
- CCn1c(CNC(=O)c2ccc(OC)c(OC)c2)nnc1SCC(=O)c1ccc(OC)cc1
    -2.6, 1.4, -7.0
- O=C(COC(=O)Cn1cnc2ccccc21)Nc1ccc2c(c1)OCCO2
    -4.4, -5.7, -13.1
- Cc1ccc(S(=O)(=O)Cn2nnnc2C(CC(C)C)N2CCN(c3ccccc3)CC2)cc1 (stereo unspecified)
    -3.4, -30.9, -0.6
- Nc1ncnc2c1ncn2CCNCCc1ccccc1
    3.1, -12.8, -5.6
- Cn1c(N)c(C(=O)COC(=O)CCCc2c[nH]c3ccccc23)c(=O)n(C)c1=O
    -7.4, 5.7, -1.2
- O=C(CSC1=NCCS1)N1CCCCCC1
    -6.1, -0.9, 11.2
- CN1CC2(Cc3c1ccc1ccccc31)C(=O)OC(C)(C)OC2=O
    13.8, 1.9, -3.1
- Cc1ccc(N=Nc2c(O)n(CN3CCOCC3)c3ccccc23)cc1
    -6.8, -1.9, 53.8*
- CS(=O)c1ccccc1COC(=O)Nc1cccc(Cl)c1 (stereo unspecified)
    -7.8, -22.8, 14.1

A section from the list above, as a working copy:
Results follow in this order: RAD54 branch, ARNT-TACC3 inh, esBAF inh
- C=CCN(C(=O)CNS(=O)(=O)c1ccccc1)C(C(=O)NCCOC)c1ccncc1 (stereo unspecified)
    -1.5, 7.9, -4.7
- O=C(COc1ccccc1Cl)Nc1ccc2c(c1)OCCO2
    6.0, -1.0, 48.5*

Further compounds:
structure	RAD54 branch	ARNT-TACC3 inh	esBAF inh
CCOC(=O)CCCNC(=O)CN1C(=O)NC2(CCCCCC2)C1=O	7.0	-3.2	7.5
COc1ccc(/C=C2\SC(=S)N(NC(=O)c3csc4c3CCCC4)C2=O)cc1	0.8	7.8	-3.4
C1CCc2nnc(-c3nnc4n3CCCCC4)n2CC1	-5.2	-1.5	-1.3
CCCCC(c1nnnn1CCOC)N1CCN(C)CC1 (stereo unspecified)	-19.5	-1.6	-0.6
CCC1C(=O)N=C(SCC(=O)Nc2cccc3ccccc23)NC1=O (stereo unspecified)	-20.9	2.4	-0.7
CCOCC(=O)Nc1nnc(C)s1	-9.8	-3.2	-6.9
COc1cc(C2C(C#N)=C(N)Oc3cc(O)ccc32)cc2c1OCO2 (stereo unspecified)	5.6	8.8	1.6
CCC(C)(C)NC(=O)C(c1ccccc1)N(Cc1cccnc1)C(=O)c1csnn1 (stereo unspecified)	-0.3	-1.0	-4.3
COCCNC(=O)c1ccc2c(c1)nc(C)n2-c1cccc(F)c1	-1.2	10.9	0.3
CCCn1cc(S(=O)(=O)CC(=O)Nc2ccc(OC)cc2OC)c2ccccc21	-5.1	-6.1	-4.8
Cc1cc(C)c2sc(N(CCCN(C)C)C(=O)c3ccc(S(=O)(=O)N4CCc5ccccc5C4)cc3)nc2c1	6.4	3.9	-63.1
CCOc1ccc(C2/C(=C(\O)c3ccc(OC)c(OC)c3)C(=O)C(=O)N2c2cc(C)on2)cc1OC (stereo unspecified)	-4.4	-0.6	-3.8
COc1ccc(OC)c(-c2cc(C(=O)Nc3c(C)nn(Cc4ccccc4Cl)c3C)no2)c1	5.2	-9.5	-15.4
CN(Cc1ccccc1)C(=O)COc1ccccc1	-0.6	2.1	9.3
CCOC(=O)c1c(C)oc2ccc(OCC(=O)C(C)(C)C)cc12	1.9	0.7	-3.2
CCOC(=O)CC1=C(C(=O)OCC)C(c2ccc(OC)c(OC)c2)C(C#N)=C(N)O1 (stereo unspecified)	-21.1	10.2	-9.3
COc1ccc(NC(=O)Nc2ccc(C)cc2OC(F)F)cc1OC	-14.2	3.8	-9.3
CC(C)C1Oc2ccccc2N(CC(=O)N(Cc2ccncc2)Cc2ccco2)C1=O (stereo unspecified)	-19.1	-3.4	-7.4
CCCOC(=O)Nc1nc2ccccc2o1	-0.6	-6.6	18.4
CC1CCCC(NC(=O)COC(=O)c2c[nH]c(=O)[nH]c2=O)C1C (stereo unspecified)	-6.0	-8.0	-8.8
Cc1ccc(-c2nnn(CC(=O)N(CC(=O)NC3CCCCC3)c3cnc4ccccc4c3)n2)o1	15.5	3.7	-11.3
Cc1ccc(S(=O)(=O)NC2=NCCC2)cc1	-0.5	0.4	-0.4
COc1ccccc1NC(=O)CN1CCN(CC(=O)Nc2ccc3c(c2)OCCO3)CC1	-17.9	-0.6	4.4
CCN1CCCC(OC(=O)Nc2ccccc2)C1 (stereo unspecified)	1.0	-3.4	13.1
Cc1ccc2c(c1)c1ncn(CCC3=CCCCC3)c(=O)c1n2C	-8.4	-4.1	32.5
CCOC(=O)N1CCN(S(=O)(=O)c2cccc3cccnc23)CC1	-0.9	4.3	5.9
CCOC(=O)C1CCN(C(=O)CCc2c(C)nc3ncnn3c2C)CC1	-1.0	3.5	-3.3
Cc1ccc(S(=O)(=O)N(CC(=O)N2CCC(C)CC2)Cc2ccccc2F)cc1	2.7	-2.0	-0.6
O=C(c1cc(C2CC2)nc2ccc(Br)cc12)N1N=C(C(F)F)CC1(O)C(F)F (stereo unspecified)	3.3	-5.9	1.6
CCCCCC1CCC(C(=O)O)CC1 (stereo unspecified)	-2.0	-1.1	-2.4

Arranged by length of the SMILES (lowest first): 4 of the compounds above.
structure	RAD54 branch	ARNT-TACC3 inh	esBAF inh
CCN1CCCC(OC(=O)Nc2ccccc2)C1 (stereo unspecified)	1.0	-3.4	13.1
Cc1ccc(S(=O)(=O)NC2=NCCC2)cc1	-0.5	0.4	-0.4
COc1ccc(NC(=O)Nc2ccc(C)cc2OC(F)F)cc1OC	-14.2	3.8	-9.3
CCOC(=O)N1CCN(S(=O)(=O)c2cccc3cccnc23)CC1	-0.9	4.3	5.9

(continued)
structure	RAD54 branch	ARNT-TACC3 inh	esBAF inh
CCOC(=O)c1ccccc1NC(=O)Cn1cnc2c(cnn2-c2ccc(F)cc2)c1=O	-1.7	-17.0	2.5
O=C(CCc1ccccc1)Nc1ccc2c(c1)OCCO2	3.3	0.1	27.1
CCOC(=O)Cc1csc(NC(NC(=O)OCC)(C(F)(F)F)C(F)(F)F)n1	-7.9	-3.6	-0.7
CC(=O)Nc1cc(C(=O)c2ccccc2)ccc1N1CCOCC1	-6.4	1.4	7.9
